Compound activity: PubChem BioAssay, National Center for Advancing Translational Sciences (NCATS)
GAA glycogen mod – inhibitors or activators of human alpha-glucosidase glycogen cleavage. P10253. recombinant GAA, glycogen substrate, Amplex Red glucose oxidase fluorescence. Potency, µM (series often up to 76.4 µM), for the others: top-dose activity change, negative = inhibition, most hits filed as inhibitors. 300,000 tested, 0.38% active. AID 2100;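 note: 0% = full enzyme reaction and -100% = no-enzyme basal signal; the screen sought inhibitors and activators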
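Recombinant enzyme (4 nM final) with compounds titrated up to 77 uM and bovine liver glycogen (30 ug) in citrate pH 5.0, 0.01% Tween-20, 37 C 40 min. Released glucose detected by Amplex Red/glucose oxidase (Ex 573/Em 610); AC50 from Hill fits.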
RGS12 GoLoco inh – blocks human Gai1 binding to RGS12 GoLoco peptide, red readout; P63096; Gai1:RGS12 GoLoco peptide FP, rhodamine, 10 min; Potency, µM (doses to about 61.6 µM), inactives show top-dose activity, negative = inhibition, actives largely listed as inhibitors; 230,000 tested, 0.44% active; AID 880; active = well fitted inhibition curve with a large enough effect, not every such curve was filed as active; inactive = no such curve, though single readings can be large or run the other way; note: % is set by controls: 0 for no effect and ±100 for the full control effect; nearly all actives have a fitted effect of over 30% in size; many of its hits are not listed in these tables
ALDH1A1 inh – blocks purified human ALDH1A1 activity; Purified ALDH1A1, NADH fluorescence, propionaldehyde substrate; Potency, µM (titrated, usually from 75.3 µM), inactives show at the top dose activity, negative = inhibition, usual class: inhibitors; 220,000 tested, 7.3% active; AID 1030; active = well fitted inhibition curve with a large enough effect, not every such curve was filed as active; inconclusive = small, poorly fitted or top-dose-only effect, or another doubt; inactive = no such curve, though single readings can be large or run the other way;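 note: plate controls were no enzyme wells and a reference inhibitor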
GAA inh – inhibitors of human lysosomal alpha-glucosidase. 200,000 tested, 0.005% active. P10253. purified human GAA, 4-MU-alpha-glucoside fluorescence. AID 1466. Potency, µM (highest dose often 76.9 µM), inactives show at the top dose activity change, negative = inhibition, usual class: inhibitors;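 note: plate controls were uninhibited enzyme wells for no effect and no-enzyme background for full effect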
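AC50 values come from Hill fits of compound titrations (up to 77 uM) against 4 nM human enzyme. Substrate 4-methylumbelliferyl-alpha-D-pyranoside at 400 uM, pH 5.0 citrate buffer, 20 min room temperature; fluorescence Ex 365/Em 440 after alkaline stop.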
GAA spleen mod – inhibits or activates alpha-glucosidase in human spleen homogenate | P10253 | human spleen homogenate, 4-MU-alpha-glucoside fluorescence | Potency, µM (doses to about 79.9 µM), inactives show at the top dose activity change, negative = inhibition, most hits filed as inhibitors | 240,000 tested, 0.006% active | AID 2112;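 note: 0% = enzyme with vehicle and -100% = no enzyme basal signal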
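Enzyme source: human spleen homogenate, 1 ug/well. Buffer 50 mM citric acid/K phosphate pH 5.0, 0.01% Tween-20. 4-MU-alpha-glucoside 1 mM; 37 C x 40 min; NaOH/glycine stop; fluorescence.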
KDM4E inh – blocks human JMJD2E demethylase activity | JMJD2E catalytic domain, FDH-coupled NADH fluorescence (FDH is formaldehyde dehydrogenase) | 230,000 tested, 1.6% active | B2RXH2 | Potency, µM (highest dose often 57.1 µM), without a hit: at the highest dose activity change, negative = inhibition, hits mostly inhibitors; active = well fitted inhibition curve with a large enough effect, not every such curve was filed as active; inconclusive = small, poorly fitted or top-dose-only effect, or another doubt; inactive = no such curve, though single readings can be large or run the other way;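 note: 0% = wells with enzyme and -100% = buffer wells without enzyme; nearly all actives have a fitted effect of over 50% in size; many of its hits are not listed in these tables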
Target sequence (B2RXH2 1-337 limits assumed): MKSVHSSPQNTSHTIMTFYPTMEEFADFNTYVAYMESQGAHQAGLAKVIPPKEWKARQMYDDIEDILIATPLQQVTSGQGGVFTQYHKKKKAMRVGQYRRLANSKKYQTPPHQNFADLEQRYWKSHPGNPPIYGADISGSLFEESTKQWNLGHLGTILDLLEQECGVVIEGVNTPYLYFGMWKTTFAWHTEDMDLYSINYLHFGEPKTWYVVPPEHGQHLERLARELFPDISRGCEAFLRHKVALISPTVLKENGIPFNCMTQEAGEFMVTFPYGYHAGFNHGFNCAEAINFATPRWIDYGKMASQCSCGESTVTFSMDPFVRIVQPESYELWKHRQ
SMN2 splice enh – increases expression of the SMN2 splice variant. HEK293 SMN2-luciferase splicing reporter, luminescence, 30-36 h. Potency, µM (top dose mostly 46.1 µM), for inactives: at the highest dose activity change, positive = activation, hits mostly activators. 210,000 tested, 2.8% active; note: % of control where 0% means no effect; nearly all actives have a fitted effect of over 55% in size
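HEK293 cells carry an SMN2 minigene-luciferase reporter in which exon 7 inclusion puts luciferase in frame. Cells were seeded at 2000 cells/well, attached for 10-12 hours, then exposed to compounds for 30-36 hours at 37C before ONE-Glo luminescence.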
GLA spleen mod – inhibits or activates alpha-galactosidase in human spleen homogenate. human spleen homogenate, 4MU-alpha-Gal fluorescence, 40 min. Potency, µM (highest dose often 80 µM), for the others: at the top dose activity change, negative = inhibition, usual class: inhibitors. P06280. 240,000 tested, 0.008% active;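 note: 0% = enzyme with vehicle and -100% = no enzyme basal signal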
Target sequence (P06280 32-429 limits assumed): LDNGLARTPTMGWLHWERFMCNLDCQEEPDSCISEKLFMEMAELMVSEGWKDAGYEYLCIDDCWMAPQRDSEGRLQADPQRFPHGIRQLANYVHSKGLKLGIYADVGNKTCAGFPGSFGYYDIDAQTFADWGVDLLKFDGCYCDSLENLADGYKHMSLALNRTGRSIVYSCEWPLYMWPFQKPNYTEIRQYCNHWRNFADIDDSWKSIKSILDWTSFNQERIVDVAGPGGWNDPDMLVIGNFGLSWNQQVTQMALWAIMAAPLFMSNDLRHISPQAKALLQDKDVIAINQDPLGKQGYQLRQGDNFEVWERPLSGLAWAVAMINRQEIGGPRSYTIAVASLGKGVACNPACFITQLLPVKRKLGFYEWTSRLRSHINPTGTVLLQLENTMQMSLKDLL
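Spleen homogenate 1 ug + cpd (titration) + 4-MU-alpha-D-galactopyranoside 1 mM; 37C 40 min; 50 mM citrate/phosphate pH 5.0, 0.01% Tween-20; stop pH 10; fluorescence 365/440; AC50 via Hill.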
Starred values were filed as active, the others as inactive; u = inconclusive; x = no result given; & = joins results of further samples; [ ] = dose if it differs, or a comment. Unless noted, calls come from the whole dose curve; as a rule, active = well fitted curve in the direction sought with a large enough effect; inconclusive = small, poorly fitted or top-dose-only effect, or another doubt; inactive = no such curve, though single readings can be large; an effect the other way counts as inactive or inconclusive. Potency is the fitted concentration of half-maximal effect. The list is partial, so the mix of outcomes need not match the whole.

Each structure is followed by: GAA glycogen mod, RGS12 GoLoco inh, ALDH1A1 inh, GAA inh, GAA spleen mod, KDM4E inh, SMN2 splice enh, GLA spleen mod
- CC(C)N(C(=O)COC(=O)c1ccc([N+](=O)[O-])cc1)c1ccccc1
    6%, 8%, 2%, 3%, -3%, 2%, -4%, 1%
- CC(C)N=c1c([N+](=O)[O-])nn(C)n1O
    0%, -5%, -1%, -4%, x, 7%, 13%, -1%
- CC1CCCC(NC(=O)CCCn2c(=S)[nH]c3ccccc3c2=O)C1C (configuration not stated)
    -1%, -3%, -1%, -2%, 7%, -3%, -23%, 8%
- O=S(=O)(c1ccc(C2CCCCC2)cc1)N1CCN(c2ncccn2)CC1
    -1%, 11%, -15%, -4%, -6%, -1%, -12%, 19%
- CCOC(=O)N1CCC(NS(=O)(=O)c2ccc(C)c(Cl)c2)CC1
    -1%, -4%, x, x, -16%, 11%, x, -20%
- Cc1cccc(-c2nc(C#N)c(NC3CCCCC3)o2)c1
    -14%, 9%, u, -1%, 9%, u, 10µM*, -12%
- Cc1cc([N+](=O)[O-])nn1Cc1ccc(C(=O)N/N=C/c2ccc(F)cc2)cc1
    7%, 4%, x, x, -1%, 2%, x, -7%
- O=C(C1CC1)N1CCc2cc(Br)cc(S(=O)(=O)NCc3ccccn3)c21
    4%, -12%, u, 0%, 1%, 1%, 21%, 3%
- O=S(=O)(c1ccccc1)N1CCN(CC(O)COc2ccc3c(c2)CCC3)CC1 (configuration not stated)
    -15%, 2%, -6%, u, -20%, -1%, -21%, 1%
- CCOc1ccc(NS(=O)(=O)c2cc(NC(=O)CCS(=O)(=O)c3ccc(C)cc3)ccc2OC)cc1
    -12%, -8%, 10%, 1%, -2%, -2%, 16%, -6%
- Cc1cc(C=O)c(C)n1-c1ccc(N2CCCCC2)c([N+](=O)[O-])c1
    -12%, 9%, 15%, -5%[15.4 µM], -8%, -7%, 3%, 6%
- Cc1cccc(C)c1
    x, 1%, 15%, x, 6%, x, 4%, -10%
- Cc1cc(C(=S)N2CCOCC2)c(C)n1-c1ccc(F)cc1
    -4%, 10%, 2.8µM*, 4%, -6%, 11%, -6%, 0%
- O=C(CS(=O)(=O)c1c[nH]c2ccccc12)N1CCCc2ccccc21
    2%, -3%, u, -4%, 5%, 7%, -1%, 7%
- COc1ccc(C)cc1-n1nnnc1SCc1csc(C)n1
    2%, 5%, u, 10%, 7%, 13%, -10%, -2%
- CN(Cc1cnn(C)c1)C(=O)c1sc2cccc(Cl)c2c1Cl
    -1%, 12%, u, 6%, -8%, -2%, -12%, -11%
- Cc1ccc(C)c(OCCCCn2ccnc2)c1
    6%, -2%, 13%, -7%, 6%, 12%, -10%, 1%
- C=CCn1c(SC(C)CC)nc(O)cc1=O (configuration not stated)
    -6%, 21%, 8%, -5%, -8%, -5%, -12%, -6%
- Cc1ccc(-c2csc(NC(=O)CN3C(=O)CCC3=O)n2)cc1
    6%, 5%, 10%, 1%, -2%, 17%, 9%, 10%
- O=C(c1ccccn1)c1ccc2ccccc2n1
    -6%, 2%, x, x, 6%, u, x, -5%

Some of the entries so far, with each value named.
SMILES: O=C(CS(=O)(=O)c1c[nH]c2ccccc12)N1CCCc2ccccc21
  GAA glycogen mod: 2%	RGS12 GoLoco inh: -3%	ALDH1A1 inh: u	GAA inh: -4%	GAA spleen mod: 5%	KDM4E inh: 7%	SMN2 splice enh: -1%	GLA spleen mod: 7%

SMILES: COc1ccc(C)cc1-n1nnnc1SCc1csc(C)n1
  GAA glycogen mod: 2%	RGS12 GoLoco inh: 5%	ALDH1A1 inh: u	GAA inh: 10%	GAA spleen mod: 7%	KDM4E inh: 13%	SMN2 splice enh: -10%	GLA spleen mod: -2%

Returning to the listing; the five compounds before the break are reprinted first.
Each structure is followed by: GAA glycogen mod, RGS12 GoLoco inh, ALDH1A1 inh, GAA inh, GAA spleen mod, KDM4E inh, SMN2 splice enh, GLA spleen mod
- CN(Cc1cnn(C)c1)C(=O)c1sc2cccc(Cl)c2c1Cl
    -1%, 12%, u, 6%, -8%, -2%, -12%, -11%
- Cc1ccc(C)c(OCCCCn2ccnc2)c1
    6%, -2%, 13%, -7%, 6%, 12%, -10%, 1%
- C=CCn1c(SC(C)CC)nc(O)cc1=O (configuration not stated)
    -6%, 21%, 8%, -5%, -8%, -5%, -12%, -6%
- Cc1ccc(-c2csc(NC(=O)CN3C(=O)CCC3=O)n2)cc1
    6%, 5%, 10%, 1%, -2%, 17%, 9%, 10%
- O=C(c1ccccn1)c1ccc2ccccc2n1
    -6%, 2%, x, x, 6%, u, x, -5%
- O=C(Nc1ccc2c(c1)OCCO2)C1CCCN(S(=O)(=O)c2cnc[nH]2)C1 (configuration not stated)
    -3%, 7%, 3%, 7%, -4%, 6%, -7%, -7%
- Cc1nnc(N2CCN(c3ccccc3)CC2)[nH]c1=O
    -8%, 5%, 7%, -5%, 0%, 0%, 6%, -2%
- CCN(C(=S)Nc1cccc(C)c1)c1ccccc1
    -15%, -9%, -2%, 0%, -7%, 1%, -1%, 0%
- O=C(NCc1cccs1)C1CC(c2ccc(Cl)cc2)=NO1 (configuration not stated)
    -11%, 1%, 15%, 4%, 1%, 1%, x, 2%
- Cc1nn(C)c(C(=O)NNC(=S)Nc2ccc(F)cc2)c1[N+](=O)[O-]
    19%, 7%, -9%, -15%, 11%, -5%, -10%, 15%
- CCN(CC)S(=O)(=O)c1ccc(-c2nnc(SCc3nnc(-c4ccc(C)cc4)o3)o2)cc1
    4%, x, -1%, 7%, -7%, -3%, x, 10%
- CCOC(=O)C1=C(C)NC(=O)NC1c1cccc(OC)c1OCc1ccccc1Cl (configuration not stated)
    16%, -1%, 10%, 1%, 5%, 2%, -5%, 13%
- Cc1ccc(C)c(NS(=O)(=O)c2ccc3c(c2)Cc2cc(S(=O)(=O)Nc4cc(C)ccc4C)ccc2-3)c1
    -1%, 2%, 6%, 2%, -7%, 2%, 0%, -3%
- COc1ccc(C(=O)c2nccc3ccccc23)cc1
    -11%, -3%, -2%, -2%, 9%, -3%, -5%, 6%
- Cc1cc(NC(=O)CSc2nc(C(C)C)nc3sc4c(c23)CCC(C)C4)no1 (configuration not stated)
    -5%, -2%, u, -5%, 2%, 12%, -24%, -2%

(list continues)
SMILES	GAA glycogen mod	RGS12 GoLoco inh	ALDH1A1 inh	GAA inh	GAA spleen mod	KDM4E inh	SMN2 splice enh	GLA spleen mod
CCn1ncc(/C=N\NC(=O)c2ccc3c(c2)c(C)c(C)n3Cc2ccccc2)c1C	-13%	12%	u	u	-10%	u	5%	-9%
COC(=O)CSc1cc(C)nc(NC(C)=O)n1	-8%	6%	9%	5%	-2%	6%	8%	3%
CC1CN(CCCSc2ccc(Cl)cc2)CC(C)O1 (configuration not stated)	8%	-11%	u	7%	5%	5%	-38%	13%
CNC(=O)CN(c1cc(OCCOC)c(Cl)cc1Cl)S(=O)(=O)c1ccccc1	4%	0%	-10%	u	-2%	2%	-18%	-7%
O=C(c1cc(COc2ccc(F)cc2F)on1)N1CCSCC1	10%	-8%	u	11%	2%	-8%	x	-3%
O=C(/C=C/c1ccccc1[N+](=O)[O-])OC1CCCCC1=O (configuration not stated)	2%	3%	u	1%	11%	4%	14%	12%
CCN1CC=C2C(C#N)=C(N)C(C#N)(C#N)C(c3cc(Cl)ccc3Cl)C2C1 (configuration not stated)	3%	26%	u	12%	-4%	u	-3%	-21%
CCc1cc(-c2n[nH]c(CCC(=O)O)c2-c2nc3ccccc3n2C)c(O)cc1O	u	11%	10%	-15%	1%	-24%	-6%	-5%
CSc1ccccc1C(=O)C1CCCN(C(=O)c2csnn2)C1 (configuration not stated)	3%	55%[activator]	-4%	6%	-1%	-4%	x	-6%
Cc1ccc(NC(=O)C/C(N)=N/O)cc1C	3%	-2%	3%	-6%	1%	3%	7%	-1%
CSc1ccccc1NC(=O)Cn1c(-c2cscn2)nc2ccccc21	5%	8%	-6%	-10%	-1%	-26%	-30%	2%
COc1ccc(NC(=O)C/C(C)=N/NC(=O)C(=O)Nc2cccc(Cl)c2C)c(OC)c1	u	8%	1.3µM*	2%	3%	1%	-52%[inhibitor]	2%
COC(=O)[C@H]1[C@@H](C)N(CCc2cc(OC)c(OC)c(OC)c2)C(=O)N[C@H]1c1ccccc1	x	0%[14.2 µM]	3%[13.5 µM]	x	6%[17.4 µM]	8%[11.4 µM]	-7%[9.22 µM]	-4%[17.5 µM]
CCCOc1ccc(NC(=O)c2c(-c3ccccc3)noc2C)cc1	-5%	7%	-5%	-1%[15.4 µM]	-4%	-4%	-9%	-3%
CC(=O)N[C@@H](Cc1c[nH]c2ccccc12)C(=O)OCc1cc(C(F)(F)F)cc(C(F)(F)F)c1	x	4%&-7%	-2%	x	8%&9%	u	8%	26%&-7%
CCCCC(=O)Nc1ccc(F)c(Cl)c1	0%	-2%	2%	3%	-5%	2%	-9%	3%
Cc1cc(C)n(CCN(C)Cc2cn[nH]c2-c2ccc(F)cc2F)n1	2%	4%	1%	x	-6%	-4%	x	1%
CC1=C(c2ccc(C)cc2)[N+](=O)C(C)(C)N1[O-]	-6%	14%	-13%	14%	-2%	-19%	x	-16%
CC(C)(C)OC(=O)N1CCC2(CC1)Oc1ccc(F)cc1C(=O)C21CC(c2cccnc2)=NO1 (configuration not stated)	-3%	3%	x	x	-8%	-13%	x	-4%
